Assay outcomes (PubChem BioAssay)
M1 ag – agonists of M1 muscarinic receptor; 3% of 64,000 active; CHO-M1 cells, Fluo-4 calcium fluorescence, agonist mode; active compounds read high; B-score at 10 µM; AID 626;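 active means fluorescence rise, raw or as B-score row- and column-corrected plate score, outside the 99.7% band of its plate's samples, either direction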
HTR1A agonist – 5-HT1a (human) receptor agonism; CHO 5-HT1a Ga15 NFAT-bla reporter, FRET ratio; 0% basal, 100% maximal reference agonist; activation, % at 10 µM; 0.56% of 65,000 active;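 active means activation above the screen-wide mean activation plus 3 SD, cut at about 19% in these data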;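 further: 0% = DMSO wells and 100% = 5-CT at EC100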
5-HT1A blocker – 5-HT1a (human) receptor antagonism. 0.68% of 62,000 active. inhibition, % at 10 µM. CHO 5-HT1a Ga15 NFAT-bla reporter, antagonist mode;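 active means inhibition above the mean of all tested compounds plus 3 SD, cut at about 43% in these data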;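 further: receptor stimulated by 5-CT agonist at 100 nM near EC80; beta-lactamase reporter measured by ratiometric fluorescence of a cleavable substrate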
HTR1E antagonist – antagonists of human 5-HT1E serotonin receptor; P28566; CHO 5-HT1E Ga15 NFAT-bla reporter, FRET, antagonist; inhibition, % at 6 µM; 0.99% of 65,000 active;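 active means inhibition above a set limit, the mean inhibition across every tested compound plus 3 SD, cut at about 29% in these data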;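 further: signal is the 460 over 535 nm emission ratio of beta-lactamase substrate; 0% = agonist plus DMSO wells and 100% = wells without agonist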
Target sequence (P28566 whole entry, looked up): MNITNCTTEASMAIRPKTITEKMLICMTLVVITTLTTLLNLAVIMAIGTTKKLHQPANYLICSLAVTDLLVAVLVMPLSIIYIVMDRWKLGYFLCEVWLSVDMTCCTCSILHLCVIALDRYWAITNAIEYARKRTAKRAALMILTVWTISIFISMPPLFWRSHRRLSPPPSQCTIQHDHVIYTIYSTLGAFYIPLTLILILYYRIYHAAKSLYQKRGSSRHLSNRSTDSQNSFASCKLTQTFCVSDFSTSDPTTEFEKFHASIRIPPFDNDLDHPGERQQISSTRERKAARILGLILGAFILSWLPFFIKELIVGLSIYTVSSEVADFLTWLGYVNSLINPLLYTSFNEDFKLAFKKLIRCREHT
Jurkat viability – reduces viability or proliferation of Jurkat cells | 1.2% of 56,000 active | inhibition, % at 4 µM | Jurkat E6.1 viability, ATP luminescence, 48 h;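 active means inhibition above the mean inhibition of all tested compounds plus 3 SD, cut at about 28% in these data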
5HT1E ag – agonists of human 5-HT1E serotonin receptor. P28566. 0.69% of 65,000 active. AID 574. CHO 5-HT1E Ga15 NFAT-bla reporter, FRET; 0% DMSO wells, 100% control agonist wells. activation, % at 6 µM;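 active means activation above a set limit, the screen-wide mean activation plus 3 SD, cut at about 8.5% in these data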;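 further: 100% = positive control agonist at 1 µM giving full maximal response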
S1P3 ag – agonists of human S1P3 receptor. activation, % at 4.5 µM. 0.1% of 60,000 active. AID 373. S1P3 NFAT-BLA reporter cells, agonism, FRET ratio; relative to 1 µM S1P, basal subtracted. Q99500;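 active means activation above the screen-wide mean plus 3 SD, cut at about 4.5% in these data, passing the limit was not always enough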; further: some compounds called inactive have numbers as strong as hits
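material = human S1P3 NFAT-BLA reporter CHO cells | schedule = 4 h compound at 37 °C, 2 h substrate at RT | measured by = fluorescent BLA substrate, ex 405 nm, em 460/535 nm ratio | controls = 1 µM S1P reference | replication = primary once, confirmation triplicate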
M1 antag – antagonists of rat M1 muscarinic receptor; CHO-M1 cells, Fluo-4 calcium, ACh EC80 antagonist mode; active compounds read low; P08482; B-score at 10 µM; AID 628; 3.4% of 64,000 active;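 active means calcium fluorescence response, raw or row-and-column corrected B-score, differing from the plate sample mean either way at a set confidence level, mostly lower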
Target sequence (P08482 whole entry, looked up): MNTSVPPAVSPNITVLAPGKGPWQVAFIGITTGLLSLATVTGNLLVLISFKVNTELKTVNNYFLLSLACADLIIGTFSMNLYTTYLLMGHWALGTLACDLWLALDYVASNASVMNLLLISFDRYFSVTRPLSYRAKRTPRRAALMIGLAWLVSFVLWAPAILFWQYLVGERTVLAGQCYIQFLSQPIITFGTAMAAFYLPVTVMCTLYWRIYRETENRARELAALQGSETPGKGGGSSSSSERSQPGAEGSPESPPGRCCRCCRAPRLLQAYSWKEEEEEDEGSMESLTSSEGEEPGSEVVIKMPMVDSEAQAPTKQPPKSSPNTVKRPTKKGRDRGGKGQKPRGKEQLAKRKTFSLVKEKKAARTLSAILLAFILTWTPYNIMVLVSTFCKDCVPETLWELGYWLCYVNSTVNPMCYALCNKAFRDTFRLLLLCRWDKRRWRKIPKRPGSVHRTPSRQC
S1P1 ag-PAM – agonists and agonism potentiators of human S1P1 receptor; S1P1 CRE-bla cells, forskolin, beta-lactamase FRET, potentiator mode; S1P1 agonist co-added at EC20, 2 nM; 100% = saturating reference agonist, 0% = basal; activation, % at 9.5 µM; 0.57% of 56,000 active;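 active means activation above a cutoff set at the mean activation of all tested compounds plus 3 SD, cut at about 54% in these data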;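 further: forskolin at 4 µM as EC80 and the EC20 agonist is SEW2871; 100% = SEW2871 at its EC100 plus forskolin at EC80; some compounds past the cut are filed as inactive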
Starred values were filed as active, the others as inactive; x = no result given.

Value order – M1 ag, HTR1A agonist, 5-HT1A blocker, HTR1E antagonist, Jurkat viability, 5HT1E ag, S1P3 ag, M1 antag, S1P1 ag-PAM
> COn1c(=S)[nH]c2ccccc2c1=O
    -0.94, 2.3, x, -14, x, -0.5, -2.0, -0.025, -2
> CCn1c(SCC(=O)Nc2nc(C)c(C)s2)nnc1-c1ccco1
    0.3, 1.1, 3, 7, -5, -1.5, -1.3, 0.14, -3
> CCOC(=O)N1CCC(N2Cc3cccc(C(=O)NCC4CCN(CC(C)C)C4)c3C2=O)CC1 (configuration not stated)
    0.28, -4.8, 10, -2, 3, 0.2, 0.0, -1.5, -3
> Cc1nc2ccc(C(C(F)(F)F)(C(F)(F)F)C(F)(F)F)cc2[nH]1
    0.14, -0.2, -9, 0, -3, 0.1, -0.9, -1.6, -1
> CC1(C)Cc2c(C#N)c(SCCC#N)nc(N3CCOCC3)c2CS1
    0.14, 3.0, x, 21, x, -0.2, 7.3, 1.6, 4
> CC(C)(C)NC(=O)C(c1ccco1)N(C(=O)Cn1nnc(-c2ccc(F)cc2)n1)c1ccccc1 (configuration not stated)
    1.8, -3.5, 3, -6, -5, 0.0, -1.0, 1.1, 0
> O=C(CS(=O)(=O)Cc1ccccc1)N1CCN(Cc2ccc3c(c2)OCO3)CC1
    -0.085, -1.8, 1, 5, 5, -1.3, 0.0, -0.089, 2
> Cc1cnc(NC(=O)CSc2nnc(-c3ccccc3)o2)s1
    0.66, 1.7, -7, 5, -2, -0.3, -0.7, -0.16, -2
> CCOc1ccc(C(=O)NCC(=O)OC(C)C(=O)NCc2ccco2)cc1OCC (configuration not stated)
    -1.2, -1.4, -6, 11, 0, -0.1, 0.4, 0.58, 8
> O=C(Cn1cc2c(n1)CCCC2)N1CCCC1
    1, -0.6, -5, 11, -16, -0.1, -1.6, -0.035, 5
> CC1(C)CC(=O)C2=C(C1)NC(SCC(=O)Nc1ccccc1)=C(C#N)C21CCCCC1
    -1, 2.4, 10, 3, -6, -0.7, -1.3, 1.1, 20
> COCCN1C(=O)C(=O)/C(=C(/O)c2ccc3c(c2)OCCO3)C1c1ccc(C(=O)OC)cc1 (configuration not stated)
    0.04, -2.6, 6, -2, -3, -0.4, -1.0, 0.0064, -13
> Cc1cc(C(=O)NC(C)c2ccc3c(c2)OCO3)cs1 (configuration not stated)
    0.47, -3.1, -4, 8, 6, -1.1, -1.2, 0.53, -3
> COc1ccc(N2CCN(CCCNC(=O)c3cc4sccc4n3C)CC2)cc1
    0.41, -5.6, 19, -5, 6, -0.5, -1.2, -1.7, -3
> Cc1ccc(Cn2nnc3c(=O)[nH]c(C4CCN(S(=O)(=O)c5ccc(F)cc5)CC4)nc32)cc1
    -0.84, 3.5, -29, -1, x, 2.4, x, 0.59, x

(continued)
Value order – M1 ag, HTR1A agonist, 5-HT1A blocker, HTR1E antagonist, Jurkat viability, 5HT1E ag, S1P3 ag, M1 antag, S1P1 ag-PAM
> Cc1onc(-c2ccccc2)c1C(=O)Nc1ccc2c(c1)OCCO2
    -0.068, -0.5, -2, -1, -2, 0.6, 0.6, 0.017, -19
> COC(=O)NCc1ccc(CNC(=O)OC)cc1
    x, -1.3, 4, -11, -2, -0.1, -1.1, x, 1
> COc1ccc(C(OC(=O)c2ccco2)C(=O)NCC2CCCO2)cc1 (configuration not stated)
    -0.069, 0.8, -5, -5, -4, -0.8, -0.5, 0.6, 1
> Cc1c(Cl)cnc(NC(=O)COC(=O)C(NC(=O)c2ccco2)C(C)C)c1Cl (configuration not stated)
    -0.92, -3.1, 6, -2, -3, -0.5, 0.1, 0.11, 4
> Cc1noc(C)c1S(=O)(=O)Nc1ccc(C(=O)NC2CCCCCC2)cc1
    -0.09, -2.4, 2, -3, 6, -0.3, -0.6, -1.1, -8
> CCCSc1nnc(Cn2c(=O)sc3ccccc32)n1-c1ccccc1
    0.031, -1.4, -7, -9, -4, 0.7, 0.3, -0.5, -10
> Cc1ccccc1Cc1c(C)nc2nc(SCC(=O)NCc3ccco3)nn2c1C
    0.028, -0.7, -13, -5, x, 1.4, x, 0, x
> CCOC(=O)CNC(=O)CSc1nnc(-c2ccco2)n1Cc1ccco1
    0.24, -5.0, -2, 7, x, -0.5, x, -0.084, x
> CSc1ccccc1NC(=O)c1ccco1
    -0.12, -2.4, 9, 12, 12, -0.3, -1.3, 0.3, -7
> COCCNS(=O)(=O)c1cc(OC)c(Cl)cc1Cl
    x, 0.8, 3, -5, 1, 0.2, -0.6, x, x
> CCCCCNC(=O)Cc1ccc(OC)cc1
    1.3, -1.3, -5, 5, -4, 0.0, -1.7, 1.3, 1
> CC1CCC(C(C)C)C(OC(=O)COC(=O)c2ccc(=O)[nH]c2)C1 (configuration not stated)
    0.27, -2.5, -14, -3, -5, 0.1, -0.6, 0.12, -10
> CC(C)n1c(=S)[nH]c2c1c(=O)[nH]c(=O)n2C
    x, -1.8, -3, 3, -5, 0.8, -1.6, x, -6
> COc1ccc(OC)c2c1sc(=NC(=O)C(C)(C)C)n2C
    1.7, 6.7, -13, 0, -2, 1.6, -1.5, 0.085, -22
> CC(=O)C1=C(O)C(=O)N(C)C1c1ccccc1F (configuration not stated)
    -0.85, 0.3, -13, -7, -4, -0.3, -1.3, 1.3, -14

(cont.)
Value order – M1 ag, HTR1A agonist, 5-HT1A blocker, HTR1E antagonist, Jurkat viability, 5HT1E ag, S1P3 ag, M1 antag, S1P1 ag-PAM
> CCOC(=O)N1CCN(c2c(NCc3ccccn3)c(=O)c2=O)CC1
    -0.02, -1.7, -17, -2, -3, 0.2, -0.5, -0.35, -14
> Cc1ccc(C(c2nnnn2CC2CCCO2)N2CCN(c3cccc(C)c3C)CC2)cc1 (configuration not stated)
    0.7, -3.2, 23, -1, -10, -0.1, 0.0, 0.078, 2
> Cc1ccc2nc(-c3ccccc3)cc(C(=O)O)c2c1
    0.0095, -0.5, 5, -10, -3, -0.1, 0.7, 1.1, -1
> CCOc1ccccc1NC(=O)c1cccc(NC(=O)c2ccco2)c1
    5.6*, -2.4, 14, 17, 81*, 0.6, -1.0, -0.68, 12
> N=c1sccn1CC(=O)Nc1cccc(Oc2ccccc2)c1
    0.88, -4.8, 46*, 11, 7, -0.2, -0.6, -2.4*, -29
> O=C1CSC(=NC2CCCCC2)N1
    -0.24, -2.1, 15, -4, 4, 0.0, -1.1, -0.86, 5
> CCOC(=O)c1cc(-c2ccncc2)nc2c1c(C)nn2-c1ccccn1
    0.55, 2.0, 22, 7, 7, 0.8, -0.5, -0.28, -59
> O=C(COc1ccc(Cl)cc1Br)N1CCN(c2ccccc2)CC1
    -0.37, -2.4, -11, -1, 1, -0.4, -1.2, 0.37, 4
> CCOC(=O)c1cc(C)sc1NC(=O)C1CCC1
    0.11, -2.4, 9, -5, 0, 0.1, -1.2, -0.96, -24
> CCOc1ccc(OCC)c(NC(=O)C2CCCN(S(=O)(=O)c3cccs3)C2)c1 (configuration not stated)
    0.095, -1.7, 5, 17, 11, -1.4, -1.0, -0.015, 16
> O=C(O)COCC(=O)Nc1ccc2c(c1)CCC2
    -0.66, 1.8, 1, -3, -6, -0.4, 0.1, 0.94, -19
> Clc1ccc(OCc2nn3c(C4CCCCC4)nnc3s2)c(Cl)c1
    -0.61, -3.4, -6, 9, 0, 1.0, 0.2, -0.45, -16
> O=C(C1CCCN1S(=O)(=O)c1ccc(Cl)cc1)N1CCOCC1 (configuration not stated)
    -0.17, 0.7, 1, -2, 2, -0.3, -1.2, -0.31, x
> O=S(=O)(NCC1CCCO1)c1ccc2c(c1)OCCO2 (configuration not stated)
    0.17, -0.5, 0, 12, 5, -0.3, -1.2, 0.83, x
> CC(=O)C1C(c2ccc(Cl)cc2)NC(=O)NC1(O)C(F)(F)F (configuration not stated)
    -0.096, -1.1, -4, 6, -1, 1.2, 0.1, -0.39, 8

(further entries)
Short forms – A = M1 ag; B = HTR1A agonist; C = 5-HT1A blocker; D = HTR1E antagonist; E = Jurkat viability; F = 5HT1E ag; G = S1P3 ag; H = M1 antag; I = S1P1 ag-PAM
> CCCCCCOc1cccc(N)c1
  A: -0.38	B: -2.1	C: -4	D: 8	E: -8	F: -0.3	G: -0.6	H: -0.019	I: 8
> CCCNC(=O)NC(=O)CSc1nnc(-c2ccncc2)n1CC
  A: -0.39	B: -1.6	C: -14	D: -10	E: 2	F: 0.1	G: 1.2	H: -0.74	I: -15
> O=C(CCC1=NS(=O)(=O)c2ccccc2N1)NC1CCCCCCC1
  A: 1.3	B: -2.2	C: -10	D: 4	E: -1	F: -0.3	G: -0.1	H: -0.069	I: -21
> COc1ccc(CCNC(=O)C2CCN(S(=O)(=O)c3c(C)noc3C)CC2)cc1OC
  A: -2	B: -3.3	C: -6	D: 7	E: x	F: -0.5	G: x	H: 0.48	I: x
> O=C(Nc1ccccc1C(=O)NCCN1CCOCC1)c1ccco1
  A: 0.28	B: -0.7	C: -18	D: 2	E: -5	F: 0.2	G: 0.3	H: 0.44	I: -3
> CNC(=O)c1cccc(N2CCCC2=O)c1
  A: -0.44	B: -2.2	C: 2	D: -16	E: -6	F: 1.0	G: -0.3	H: 0.39	I: -29
> CCOC(=O)C1C(=O)CC(C)(O)C(C(=O)OCC)C1c1ccc2c(c1)OCO2 (configuration not stated)
  A: 0.38	B: -0.2	C: -5	D: -6	E: 2	F: 0.2	G: 0.3	H: -0.26	I: -14
> CC1CC2(C)Oc3ccccc3C3OCC1(CO)C(C)C32 (configuration not stated)
  A: -0.23	B: -2.5	C: -8	D: 0	E: 5	F: -0.3	G: -0.6	H: 0.65	I: 11
> Cc1cccc(C2Nc3ccccc3C(=O)N2CCc2ccccc2)n1 (configuration not stated)
  A: -0.64	B: 0.1	C: 27	D: 1	E: -1	F: -0.3	G: -0.3	H: -11*	I: x
